BAZ2B block – BAZ2B (human) inhibition; Q9UIF8; AlphaScreen BAZ2B-H3K14Ac peptide displacement; Potency, µM (highest dose often 114 µM), for inactives: at the highest dose activity change, negative = inhibition, most hits filed as inhibitors; 360,000 tested, 4.4% active; AID 504333; note: % is set by controls: 0 for no effect and ±100 for the full control effect; nearly all actives have a fitted effect of over 60% in size
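AlphaScreen displacement of biotin-H3(5-23)K14Ac peptide (50 nM final) from BAZ2B (50 nM final) in PBS pH 7.4, 0.01% Tween-20; complex preformed 30 min RT, then compounds (top 110 uM) 30 min RT, beads 20 min dark.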
G9a block – G9a (human) methyltransferase inhibition | G9a H3K9 monomethylation, AlphaScreen, 2 h | Potency, µM (doses to about 102 µM), inactives show top-dose activity, negative = inhibition, most hits filed as inhibitors | 350,000 tested, 8.8% active | AID 504332; note: % is set by controls: 0 for no effect and ±100 for the full control effect; nearly all actives have a fitted effect of over 75% in size
Target sequence (Q96KQ7 913-1193 limits assumed): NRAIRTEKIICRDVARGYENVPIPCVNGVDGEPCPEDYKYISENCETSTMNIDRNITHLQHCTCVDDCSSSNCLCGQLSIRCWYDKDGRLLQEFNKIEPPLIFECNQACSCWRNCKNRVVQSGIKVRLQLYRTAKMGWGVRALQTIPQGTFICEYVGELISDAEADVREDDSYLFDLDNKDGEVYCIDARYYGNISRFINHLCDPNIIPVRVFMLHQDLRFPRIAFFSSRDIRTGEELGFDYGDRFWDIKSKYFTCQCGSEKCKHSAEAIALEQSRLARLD
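AlphaScreen detection with an anti-monomethyl H3K9 antibody quantified product after a 2 h room-temperature reaction containing 500 nM biotinylated H3K9 peptide, 20 µM SAM and 20 nM enzyme, which had been preincubated 15 min with compound.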
Pin1 inhibitor – blocks the human prolyl isomerase Pin1; Potency, µM (highest dose often 115 µM), for inactives: at the top dose activity, negative = inhibition, actives largely listed as inhibitors; Pin1 FP peptide displacement, HiFluor488, 10 min; 390,000 tested, 0.009% active; Q13526; active = well fitted inhibition curve with a large enough effect in the polarisation, with a control signal flat, not every such curve was filed as active; inconclusive = small, poorly fitted or top-dose-only effect, or effect the other way, or a change in a side signal; inactive = no such curve, though single readings can be large or run the other way; the % refers to the polarisation; note: % is set by controls: 0 for no effect and ±100 for the full control effect
Tb PGK inh – T. brucei PGK inhibition; P07378; PGK/GAPDH coupled, Kinase-Glo luminescence, 60 min; Potency, µM (titrated, usually from 57.5 µM), without a hit: top-dose activity change, negative = inhibition, most hits filed as inhibitors; 380,000 tested, 0.043% active; AID 602233; note: % is set by controls: 0 for no effect and ±100 for the full control effect; nearly all actives have a fitted effect of over 60% in size
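Recombinant glycosomal PGK reaction used 1,3-bisphosphoglycerate generated in-well by GAPDH (100nM final) in 100mM TEA pH 7.6, 5mM MgCl2, 0.01% Tween-20. After 60 minutes at room temperature, ATP was read by Kinase-Glo Plus luminescence end-point.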
GLS inhibitor – inhibitors of human glutaminase (GLS). 410,000 tested, 0.21% active. GLS enzymatic activity, qHTS titration. AID 624170. Potency, µM (highest dose often 45.5 µM), inactives show top-dose activity change, negative = inhibition, most hits filed as inhibitors; note: % is set by controls: 0 for no effect and ±100 for the full control effect
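hKGA; 45 mM KH2PO4 pH 8.2 + 0.02% Tween-20; cpd via pin tool; 1 mM Gln soln; GluOx/HRP/Amplex Red; RT 30 min; fluor. t0 & final.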
POLI inh – DNA polymerase iota (human) inhibition; 390,000 tested, 1% active; Potency, µM (series often up to 115 µM), inactives show top-dose activity, negative = inhibition, hits mostly inhibitors; Q9UNA4; Pol iota fluorescent replication assay, 10 min; AID 588590
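Pol iota at 10 nM preincubated 15 min with compounds at room temperature; reaction started with fluorescent substrate, 50 nM final. Fluorescence read kinetically at 0 and 10 min; buffer-only wells as negative control.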
JMJD2A Tudor inh – inhibitors of human JMJD2A Tudor domain; 390,000 tested, 4.4% active; AID 504339; AlphaScreen JMJD2A-Tudor / H3K4me3 peptide binding; O75164; Potency, µM (doses to about 114 µM), for the others: at the top dose activity change, negative = inhibition, usual class: inhibitors; note: % is set by controls: 0 for no effect and ±100 for the full control effect; nearly all actives have a fitted effect of over 50% in size
HP1b chromo inh – inhibitors of HP1-beta chromodomain binding to methylated histone tails. P83916. AlphaScreen HP1-beta / biotin-H3K9me3 peptide binding. Potency, µM (doses to about 114 µM), inactives show at the highest dose activity change, negative = inhibition, usual class: inhibitors. 390,000 tested, 0.56% active. AID 540317; note: nearly all actives have a fitted effect of over 70% in size; inactives centre near 23
Target sequence (P83916 whole entry, looked up): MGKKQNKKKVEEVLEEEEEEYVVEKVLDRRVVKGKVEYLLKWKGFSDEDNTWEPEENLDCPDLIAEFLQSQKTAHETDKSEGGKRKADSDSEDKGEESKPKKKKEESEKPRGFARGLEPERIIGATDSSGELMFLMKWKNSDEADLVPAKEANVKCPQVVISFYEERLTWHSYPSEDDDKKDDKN
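Compound inhibition of the preformed complex between 50 nM HP1-beta and 50 nM biotinylated H3K9me3 peptide was read by AlphaScreen. Buffer was PBS pH 7.4 with 0.01% Tween-20. Incubations ran 30 min at room temperature, with 10 ug/mL donor/acceptor beads.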
* = called active by the depositor; ? = inconclusive; nt = not tested or not shown; & = joins results of further samples; [ ] = dose if it differs, or a comment. Unless noted, calls come from the whole dose curve; as a rule, active = well fitted curve in the direction sought with a large enough effect; inconclusive = small, poorly fitted or top-dose-only effect, or another doubt; inactive = no such curve, though single readings can be large; an effect the other way counts as inactive or inconclusive. Potency is the fitted concentration of half-maximal effect. These rows are one share of the data, so the mix of outcomes need not match the whole.

Every second line gives: BAZ2B block | G9a block | Pin1 inhibitor | Tb PGK inh | GLS inhibitor | POLI inh | JMJD2A Tudor inh | HP1b chromo inh
O=S(=O)(c1ccccc1)C(Br)S(=O)(=O)c1ccccc1
  nt | nt | nt | -2% | -1% | nt | nt | nt
COC(=O)c1c(C)[nH]c(C(=O)COC(=O)CCc2ccc(OC)c(OC)c2)c1C
  nt | nt | nt | 1% | 11% | nt | nt | nt
CS(=O)(=O)NCc1ccccc1Br
  7% | 3%[2.33 µM] | nt | nt | nt | -12% | nt | nt
CCCCOC(=O)NS(=O)(=O)c1sc(CC(C)C)cc1-c1ccc(Cn2c(CC)nc3c(C)cc(C)nc32)cc1
  -28% | -32%&21%[12.7 µM] | nt | nt | nt | ? | nt | nt
CCc1ccc(-c2nc3c(=O)n(C)c(=O)nc-3n(CC)n2)cc1
  nt | nt | nt | nt | nt | -98% | -2%[57.1 µM] | 18%[57 µM]
CC(=O)Nc1cc(O)c2nonc2c1O
  nt | nt | nt | nt | nt | -92% | 25µM* | ?
CN1N/C(=C\c2ccccc2)N=C2C(=O)N(C)C(=O)N=C21
  nt | nt | nt | nt | nt | -98% | -22%[57.1 µM] | 20%[57 µM]
CC(C)(C)C(=O)Nc1ccc2c(c1)C(=O)C(=O)c1ccccc1-2
  nt | nt | nt | nt | nt | 1.4µM* | 5% | 42%[activator]
Cc1ccc(C)c2c1NC(C(=O)O)C1CC=CC21 (configuration not stated)
  nt | nt | nt | nt | nt | 11µM* | 20µM* | 22µM*
Cn1nc(-c2ccc(F)cc2)nc2c(=O)n(C)c(=O)nc1-2
  nt | nt | nt | nt | nt | -97% | -3%[57.1 µM] | 14%[57 µM]
O=C(O)c1ccc(-c2nn3c(=O)cc(N4CCNCC4)nc3s2)cc1
  nt | nt | 2% | nt | 15% | nt | -17% | nt
S=C(NCCCc1cnc[nH]1)NCCCN(Cc1ccccc1)c1ccc(Br)cn1
  nt | nt | -2% | nt | 8% | nt | 56µM* | nt
Cc1c(P(=S)(c2ccccc2)c2ccccc2)[n+]2ccccc2n1CCc1ccccc1
  nt | nt | -8% | nt | -6% | nt | -22% | nt
O=C(C[C@H]1C(=O)N(c2ccccc2)C[C@@H]1Cc1ccccc1)Nc1ccccc1
  nt | nt | nt | -2% | 0% | -9% | nt | nt

Part of the list above, reformatted.
molecule	BAZ2B block	G9a block	Pin1 inhibitor	Tb PGK inh	GLS inhibitor	POLI inh	JMJD2A Tudor inh	HP1b chromo inh
O=S(=O)(c1ccccc1)C(Br)S(=O)(=O)c1ccccc1	nt	nt	nt	-2%	-1%	nt	nt	nt
COC(=O)c1c(C)[nH]c(C(=O)COC(=O)CCc2ccc(OC)c(OC)c2)c1C	nt	nt	nt	1%	11%	nt	nt	nt
CS(=O)(=O)NCc1ccccc1Br	7%	3%[2.33 µM]	nt	nt	nt	-12%	nt	nt
CCCCOC(=O)NS(=O)(=O)c1sc(CC(C)C)cc1-c1ccc(Cn2c(CC)nc3c(C)cc(C)nc32)cc1	-28%	-32%&21%[12.7 µM]	nt	nt	nt	?	nt	nt
CCc1ccc(-c2nc3c(=O)n(C)c(=O)nc-3n(CC)n2)cc1	nt	nt	nt	nt	nt	-98%	-2%[57.1 µM]	18%[57 µM]
CC(=O)Nc1cc(O)c2nonc2c1O	nt	nt	nt	nt	nt	-92%	25µM*	?

Structural class: the entries above with a COOH group (2)
Every second line gives: BAZ2B block | G9a block | Pin1 inhibitor | Tb PGK inh | GLS inhibitor | POLI inh | JMJD2A Tudor inh | HP1b chromo inh
Cc1ccc(C)c2c1NC(C(=O)O)C1CC=CC21 (configuration not stated)
  nt | nt | nt | nt | nt | 11µM* | 20µM* | 22µM*
O=C(O)c1ccc(-c2nn3c(=O)cc(N4CCNCC4)nc3s2)cc1
  nt | nt | 2% | nt | 15% | nt | -17% | nt
